High-throughput results deposited in PubChem BioAssay by Sanford-Burnham Center for Chemical Genomics.
LYP inhibition: PTPN22 lymphoid phosphatase activity blockers – biochemical, fluorescence intensity, uHTS (AID 1779); recombinant LYP phosphatase, fluorescence intensity; higher % means a stronger effect; 0.054% of 290,000 active; one-dose inhibition, % at 11.5 µM; IC50 in µM for titrated hits; in the data active means inhibition above about 50%;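 further: plate controls were vehicle with enzyme for no effect and no enzyme for full effect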
* marks the source's active call; other numbers are inactive results. A portion of the library (hit frequency here may not be typical).

The opening three records, to show the layout:
SMILES	LYP inhibition
Cc1nc(NN)c2c3c(sc2n1)COC(C)(C)C3	-4%
COCCNC(=O)C(OC(=O)c1ccco1)c1ccccc1Cl (configuration not stated)	-10%
COc1ccc(N(C(=O)c2snc(C(N)=O)c2N)C(C(=O)NC2CCCC2)c2ccc3ncccc3c2)cc1 (configuration not stated)	-2%

The whole of this part (from the top)
SMILES	LYP inhibition
Cc1nc(NN)c2c3c(sc2n1)COC(C)(C)C3	-4%
COCCNC(=O)C(OC(=O)c1ccco1)c1ccccc1Cl (configuration not stated)	-10%
COc1ccc(N(C(=O)c2snc(C(N)=O)c2N)C(C(=O)NC2CCCC2)c2ccc3ncccc3c2)cc1 (configuration not stated)	-2%
O=C(/C=C/c1ccccc1Br)c1ccc2c(c1)OCO2	-3%
O=[N+]([O-])c1ccc(-c2nnc3n2CCCCC3)cc1	-4%
O=C(c1ccccc1)N1N=C(c2ccccc2O)CC1c1ccc(Br)cc1 (configuration not stated)	0%
COc1ccc(NC(C)=O)cc1CP(=O)(c1ccccc1)c1ccccc1	-4%
CCN(CC)c1ccc(/C=N/n2c(C)nc3ccccc3c2=O)cc1	-11%
COc1ccc(NC(=O)c2cccc(S(=O)(=O)N3CCCCC3)c2)c(OC)c1	-10%
O=C(Cn1cccc1C(=O)c1ccccc1)NCCc1ccccc1	-4%
COc1ccc(NC(=O)CN(C)S(=O)(=O)c2ccc3[nH]c(=O)oc3c2)cc1	-15%
COc1ccccc1N(CC(=O)NC1CC2CCC1C2)S(=O)(=O)c1ccc(C)cc1 (configuration not stated)	-5%
NS(=O)(=O)c1cc(C(=O)NC2CCSc3ccccc32)ccc1Cl (configuration not stated)	3%
CCC(=O)C1CCCN(C(=O)CCc2nnc(C3(c4ccc(Cl)cc4)CCC3)o2)C1 (configuration not stated)	-8%
CCC(=O)N1CCN(c2ccc(NC(=O)c3ccc4ccccc4c3)cc2)CC1	-3%
Cc1cc(C)c(OCCCCCn2ccnc2)c(C)c1	-12%
COc1cccc(CN2CCN(Cc3cccc(Br)c3)CC2)c1OC	-9%
CC(CC(=O)Nc1ccc(Br)cc1F)S(=O)(=O)c1ccc2c(c1)NC(=O)CO2 (configuration not stated)	1%
COc1cccc(CNC(=O)CCNC(=O)C2CCN(S(=O)(=O)c3ccccc3)CC2)c1	-1%
CC1(CCBr)C(=O)N(c2ccccc2)c2ccccc21 (configuration not stated)	-6%
COc1ccc(-c2noc(CN(C(=O)c3ccoc3C)C(C)C)n2)cc1	-6%
O=C1C2CCCCC2C(=O)N1c1nccs1 (configuration not stated)	-8%
COc1ccc2c(c1OC)C(=O)N1C2SC[C@H]1C(=O)NC1CCCCC1 (some centres not stated)	-7%
Cc1cccc(N(CC(=O)NC2CCCCC2)C(=O)c2csnn2)c1	-2%
Cc1cccnc1NC(=O)C1CCCN1S(=O)(=O)c1ccc(Cl)cc1 (configuration not stated)	-8%

By substructure: the compounds so far containing bromine
SMILES	LYP inhibition
O=C(/C=C/c1ccccc1Br)c1ccc2c(c1)OCO2	-3%
O=C(c1ccccc1)N1N=C(c2ccccc2O)CC1c1ccc(Br)cc1 (configuration not stated)	0%
COc1cccc(CN2CCN(Cc3cccc(Br)c3)CC2)c1OC	-9%
CC(CC(=O)Nc1ccc(Br)cc1F)S(=O)(=O)c1ccc2c(c1)NC(=O)CO2 (configuration not stated)	1%
CC1(CCBr)C(=O)N(c2ccccc2)c2ccccc21 (configuration not stated)	-6%

More records
SMILES	LYP inhibition
CN(C)CCCNC(=O)N1c2ccccc2Sc2ccccc21	-9%
COc1ccccc1OCCn1nnc2ccccc21	-14%
Cc1cccc(N2CC(C(=O)Nc3ccc(S(=O)(=O)Nc4nccs4)cc3)CC2=O)c1C (configuration not stated)	-7%
CC(=O)N(c1ccc2oc(=O)sc2c1)S(=O)(=O)c1ccc(C(=O)O)cc1	-10%
CSc1nc(NNC=O)cc(Oc2ccc(NC(C)=O)cc2)n1	-10%
COc1ccc(NC(=O)CCCn2nc(C)c3c(C)n(-c4ccccc4)nc3c2=O)cc1OC	-10%
O=[N+]([O-])c1cccc(NC(=S)N2CCN(S(=O)(=O)c3ccccc3)CC2)c1	-3%
COC(=O)c1cc(S(=O)(=O)NCC2CCN(Cc3ccccc3F)CC2)c[nH]1	-12%
COc1ccc(NC(=S)Nc2ccc(F)cc2)cc1	-8%
COc1cc(NC(=O)c2cc([N+](=O)[O-])ccc2NC(=O)CN2CCN(c3ccccn3)CC2)cc(OC)c1	6%
CCOc1ccc(CCNC(=O)CN2C(=O)CCSc3ccccc32)cc1OCC	-4%
Cn1c(SCc2ccc(C#N)cc2)nnc1-c1ccncc1	-6%
CCCN(CCC)Cc1c(C(=O)N/N=C/C(C)=C\c2ccco2)nnn1-c1nonc1N	12%
Cc1cc(C)c(CSc2nnnn2-c2ccc(C(=O)O)cc2)c(C)c1	-7%
O=c1cc(CN2CCN(Cc3ccccc3)CC2)c2ccc(O)cc2o1	-11%
Cc1ccsc1CCNC(=O)C1CCC(=O)N(CCc2cccc(F)c2)C1 (configuration not stated)	-8%
CC(=O)Oc1ccc(C(=O)Nc2ccccc2C(=O)Nc2ccc(C(=O)O)cc2)cc1	-7%
CN(C(=O)c1cccc(C(F)(F)F)c1)C1CCCc2ccccc21 (configuration not stated)	-4%
Cc1nc2sccn2c(=O)c1S(=O)(=O)NCCc1ccc(Cl)cc1	-8%
CCCn1c(CN2CCN(C(=O)OCC)CC2)nc2cc(NC(=O)C(C)C)ccc21	-11%
Cc1ccoc1C(=O)Nc1cccc2ccccc12	-14%
COc1ccc(-n2nc(C(=O)NCC(=O)N3CCN(c4ccccc4)CC3)c3ccccc3c2=O)cc1OC	-2%
CC/C(=N\NC(=O)c1nnn(-c2nonc2N)c1CN(C)c1ccccc1)c1ccccc1	6%
O=C(Cc1ccc(N2CCNC2=O)cc1)N1CCCC(Nc2cccc(F)c2)C1 (configuration not stated)	-5%
COc1cccc(N2CCN(c3ccc4nnc(CCC(=O)N5CCC(C)CC5)n4n3)CC2)c1	-10%
Continuation:
SMILES	LYP inhibition
COc1ccc(Cn2nnc(C(=O)Nc3ccc4c(c3)OCCO4)c2N)cc1Br	-5%
Cc1ccccc1N1CCN(C2CCCN(C(=O)c3cn4c(C)cccc4n3)C2)CC1 (configuration not stated)	-10%
CCOc1ccc(CN(C)C(=O)CNC(=O)c2ccc(Br)o2)cc1OC	-7%
Cc1ccc(OCC(=O)NCCCNC(=O)c2ccncc2)cc1	-4%
O=C(NCCCO)C(=O)Nc1cc2c3c(c1)CCN3C(=O)CC2	-7%
CC1CCCC(C)N1C(=O)CSc1ncccn1 (configuration not stated)	-7%
CC1(c2nnc(-c3cccc(Cl)c3)o2)CC(c2ccc(OC(F)(F)F)cc2)=NO1 (configuration not stated)	-11%
COc1cccc(C(=O)NC(=S)Nc2ccccc2N2CCOCC2)c1	-3%
CC(C)Cc1ccc(CN2CCCC(NC(=O)c3cnc4ccccn4c3=O)C2)cc1 (configuration not stated)	-8%
COc1cccc(OCc2cc(C(=O)NCc3cnc4ccccn34)no2)c1	-12%
CN(C)CCNc1ncnc2sc(-c3ccccc3)cc12	-1%
CNS(=O)(=O)c1cccc(C(=O)OCC(=O)N2CCCC2)c1	-8%
CC(C)(C)c1ccc(C(=O)NCCCNC(=O)c2ccco2)cc1	-7%
Cc1ccc(S(=O)(=O)NCC(=O)N(CC(=O)NCc2ccc(F)cc2)CC2CCCO2)cc1 (configuration not stated)	-6%
O=C(CSc1n[nH]c(-c2ccco2)n1)Nc1ccc(Br)cc1	-8%
COc1ccc(CCNC(=O)c2cc3c(=O)n4ccccc4nc3n(C3CCCCC3)c2=N)cc1OC	-9%
CC(C(=O)Nc1ccccc1)N(C)Cc1cccs1 (configuration not stated)	-3%
COCCSc1nnc(NC(=O)COc2ccc3c(c2)OCO3)s1	0%
COc1ccc(CN(C)CC2CCCN(CCc3ccc(F)cc3)C2)cc1OC (configuration not stated)	-10%
CN1N=C(C(=O)N2CCCC(N3CCN(c4ccc(F)cc4)CC3)C2)CCC1=O (configuration not stated)	-2%
O=C1C2CCCCC2C(=O)N1c1ccc(S(=O)(=O)Nc2ncccn2)cc1 (configuration not stated)	-11%
C[C@H](NC(=O)c1nc[nH]c1C(=O)N1CCN(C(=O)OC(C)(C)C)CC1)C(=O)OCc1ccccc1	-6%
CCCNc1c(NC(=O)C2CCC(C)CC2)c(=O)oc2ccccc12 (configuration not stated)	3%
CCC1CCCCN1CCCNC(=O)c1ccc2nc(N3CCCCC3)sc2c1 (configuration not stated)	-9%
O=C(c1ccc(F)cc1)C1CCN(C(=O)Nc2ccc(F)cc2F)CC1	-14%
Remaining list, next part
SMILES	LYP inhibition
Cc1ccc(S(=O)(=O)NC(C)(C)CN2CCCCC2)cc1	-3%
CCOC(=O)c1cnc2c(C(F)(F)F)cccc2c1N1CCN(C)CC1	-8%
CCC(C)C(NC(=O)CCC(=O)OCC(=O)[C@@]1(O)CCC2[C@@H]3CCC4=CC(=O)C=C[C@]4(C)C3[C@@H](O)C[C@@]21C)C(=O)O (some centres not stated)	-2%
O=C(COC(=O)/C=C/c1ccc(C(F)(F)F)cc1)NCc1ccco1	-9%
CCCOc1cccc(C(=O)NCCNC(=O)c2ccccn2)c1	-5%
C=C1CCC[C@]2(C)C[C@H]3OC(=O)C(CNC(CC)CO)[C@H]3CC12 (some centres not stated)	-4%
COc1ccc(CNC(=S)Nc2ccc(Br)cc2)cc1	-2%
O=C(Nc1ccccc1)C1CCN(C(=O)c2ccc(Br)cc2)CC1	-6%
CCOc1ccc(NC(=O)NCCN2CCN(c3ccccc3F)CC2)cc1	-5%
CN(C)S(=O)(=O)c1ccc(Cl)c(C(=O)NCC2CCCCC2)c1	-10%
O=C(NCC1CCCN(Cc2ccc3c(c2)OCCO3)C1)c1ccc2c(c1)OCO2 (configuration not stated)	-9%
Cc1cc(=O)oc2cc(NC(=O)Cc3ccccc3[N+](=O)[O-])ccc12	-6%
COc1ccc(-n2c(C)cc(/C=C3\C(=N)N4N=C(CC(=O)N5CCOCC5)SC4=NC3=O)c2C)c(OC)c1	-5%
O=C(NN1CC(C(=O)OCc2ccc(Br)cc2)CC1=O)c1ccccc1 (configuration not stated)	-5%
N#Cc1ccc(-c2nc3cc(Cl)ccc3c(=O)n2O)cc1	-7%
NC(=O)C1CCN(C(=O)c2ccccc2SCC(=O)NCC2CCCCC2)CC1	-4%
CCN(CC)CCNC(=O)c1cc(Nc2ccc(OC)c(OC)c2)nc2ccccc12	-5%
Cc1cc(-n2nc3ccccc3n2)c(O)c([N+](=O)[O-])c1	-7%
COC(=O)NCC(c1ccc2c(c1)OCO2)N1CCN(c2ccc(OC)cc2)CC1 (configuration not stated)	-5%
CN(CCNC(=O)C1CCC(=O)N(Cc2ccc(Cl)cc2)C1)CCc1ccccc1 (configuration not stated)	3%
Nc1c(-c2ccccc2)cnn1-c1cccc(Cl)c1	-12%
CC(=O)Nc1nc2c(s1)CCc1ccccc1-2	-1%
N#CCCN(C(=O)c1ccc2c(=O)n3c(nc2c1)CCCCC3)c1ccccc1	-8%
COc1cc(C(=O)Nc2ccc(N3CCN(C(=O)c4ccc(C)cc4)CC3)cc2)cc(OC)c1OC	1%
O=C(Nc1ccc(NC(=O)c2ccccc2F)cn1)c1ccco1	-1%

Structural class: those above with a tert-butyl group (2)
SMILES	LYP inhibition
CC(C)(C)c1ccc(C(=O)NCCCNC(=O)c2ccco2)cc1	-7%
C[C@H](NC(=O)c1nc[nH]c1C(=O)N1CCN(C(=O)OC(C)(C)C)CC1)C(=O)OCc1ccccc1	-6%

Next part
SMILES	LYP inhibition
CN1CCN(C(=O)c2ccc(COc3cc(Cl)ccc3Cl)o2)CC1	-7%
COc1ccc(C2=NS(=O)(=O)N(C)C(C(=O)N3CCCCC3)=C2)cc1	-5%
CC(C)[C@H](NC(=O)[C@@H]1CSC2c3ccccc3C(=O)N21)C(=O)NCc1ccncc1 (some centres not stated)	-13%
COc1ccc(/C=C2\CCn3c2nc2ccccc2c3=O)cc1OC	-7%
COc1ccc(-c2noc(C3CCCN(C(=O)c4cccc(C)c4)C3)n2)cc1 (configuration not stated)	-11%
C[C@H](NC(=O)N1CCn2c1nc1ccccc12)C(=O)NCCc1ccccc1	-5%
Cc1ccnc(NC(=O)c2ccc([N+](=O)[O-])s2)c1	-3%
COc1cccc(NC(=O)CN(C)C(=O)CC(C)c2ccccc2)c1 (configuration not stated)	-8%
CC1CC(=O)N(CC(=O)NCc2ccccc2)c2ccccc2S1(=O)=O (configuration not stated)	0%
Cc1cccc(NC(=O)C2CCN(C(=O)NC3CCCCC3)CC2)c1	0%
COc1ccccc1N(CC(=O)NCCc1ccccc1)C(=O)CCC(=O)Nc1cc(C)ccn1	-6%
CCOC(=O)C1CCN(C(=O)COc2ccc3c(c2)OCO3)CC1	-8%
C/[N+]([O-])=C/c1c(OCc2ccccc2)ccc2ccccc12	-7%
O=C(CCc1nc(-c2ccccc2Cl)no1)NC1CCCCC1	-4%
